# PfG6PD inh: PfG6PD (Plasmodium falciparum) enzyme inhibition. inhibition, % at 20 µM. PfGluPho enzyme, NADPH resazurin-diaphorase fluorescence. 350,000 compounds, 0.78% hits;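 active means inhibition reaching at least a set limit at 20 µM in the primary screen, cut at about 59% in these data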;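 further: 0% = DMSO wells with substrate and 100% = DMSO wells lacking glucose-6-phosphate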
# SENP7 inh: SENP7 protease inhibition. 330,000 compounds, 1.5% hits. recombinant SENP7, Z-RLRGG-aminoluciferin luminescence, 40 min. inhibition, % at 5 µM;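 active means inhibition above about 50% at the single test dose, limit read from the data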;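 further: plate controls were DMSO with enzyme for no effect and no enzyme buffer wells for full effect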
# SENP8 block-1: blocks human SENP8 cleavage of Nedd8 substrate; 360,000 compounds, 0.64% hits; AID 602440; inhibition, % at 20 µM; Q96LD8; recombinant SENP8, Nedd8 substrate fluorescence; in the data active means inhibition mostly above about 40%, no sharp cut-off; inactive means mostly below about 27%
# Target sequence (Q96LD8 whole entry, looked up): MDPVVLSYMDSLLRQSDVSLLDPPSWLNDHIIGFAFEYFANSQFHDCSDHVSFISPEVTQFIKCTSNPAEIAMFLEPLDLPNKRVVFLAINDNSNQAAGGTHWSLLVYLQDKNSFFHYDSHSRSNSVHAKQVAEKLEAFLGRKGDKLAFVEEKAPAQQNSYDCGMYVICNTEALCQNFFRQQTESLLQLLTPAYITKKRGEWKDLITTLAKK
# UBC13 polyUb: blocks human UBC13 polyubiquitin chain formation. TR-FRET. 330,000 compounds, 0.47% hits. P61088. inhibition, % at 20 µM. AID 485273; in the data active means inhibition above about 45%, passing the limit was not always enough
# Target sequence (P61088 whole entry, looked up): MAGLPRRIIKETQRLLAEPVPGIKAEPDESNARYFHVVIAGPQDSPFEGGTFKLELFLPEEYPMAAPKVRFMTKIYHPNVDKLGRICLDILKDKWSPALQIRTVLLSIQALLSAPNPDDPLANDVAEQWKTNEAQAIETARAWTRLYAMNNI
# beta cell repl: MIN6 beta-cell proliferation induction; MIN6 cells proliferation, ATPlite luminescence, 48 h; cells starved in 0.2% serum; 100% = growth in 10% serum; proliferation, % at 10 µM; 330,000 compounds, 0.29% hits; AID 2380;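 active means compounds whose signal lies at least 3.5 SD above the mean of all wells on their plate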;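 further: 0% = DMSO-treated cells in low-serum medium and 100% = 10% serum control; some compounds called inactive have numbers as strong as hits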
# SENP6 inh: blocks the human protease SENP6 | Q9GZR1 | Recombinant SENP6 catalytic domain, aminoluciferin luminescence | inhibition, % at 10 µM | 330,000 compounds, 1.8% hits;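 active means inhibition above about 50% at the single tested dose, limit read from the data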;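 further: plate controls were DMSO wells with enzyme for no effect and DMSO wells lacking enzyme for full effect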
# Target sequence (Q9GZR1 628-1112 limits assumed): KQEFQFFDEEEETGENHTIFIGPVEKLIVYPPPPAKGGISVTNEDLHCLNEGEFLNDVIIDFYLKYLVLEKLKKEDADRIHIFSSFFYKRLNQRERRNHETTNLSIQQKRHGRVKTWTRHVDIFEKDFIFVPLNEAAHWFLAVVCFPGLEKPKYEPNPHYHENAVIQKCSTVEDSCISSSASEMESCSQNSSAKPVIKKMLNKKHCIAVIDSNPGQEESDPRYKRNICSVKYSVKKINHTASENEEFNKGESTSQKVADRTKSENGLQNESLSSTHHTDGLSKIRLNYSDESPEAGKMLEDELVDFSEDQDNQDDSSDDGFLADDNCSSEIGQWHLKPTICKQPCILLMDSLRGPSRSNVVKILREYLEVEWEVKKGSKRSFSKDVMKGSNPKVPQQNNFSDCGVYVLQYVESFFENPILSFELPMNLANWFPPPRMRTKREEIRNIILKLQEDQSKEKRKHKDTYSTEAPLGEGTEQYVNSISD
# SENP8 block-2: blocks the human protease SENP8. Q96LD8. purified SENP8, Z-RLRGG-aminoluciferin cleavage, luminescence. inhibition, % at 10 µM. 330,000 compounds, 1.2% hits. AID 2540; in the data active means inhibition above about 50%
# SENP1 inh: SENP1 (human) catalytic domain inhibition. 360,000 compounds, 0.21% hits. recombinant SENP1 catalytic domain, CyPet-SUMO1-YPet FRET cleavage. inhibition, % at 10 µM;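 active means inhibition at least 30% at 10 µM, raw YFP signal under a set limit, fluorescence ratio 0.5 to 1.5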;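 further: 0% = enzyme with DMSO and 100% = no enzyme wells; some results filed as inactive read as strong as hits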
# Target sequence (Q9P0U3 419-644 limits assumed): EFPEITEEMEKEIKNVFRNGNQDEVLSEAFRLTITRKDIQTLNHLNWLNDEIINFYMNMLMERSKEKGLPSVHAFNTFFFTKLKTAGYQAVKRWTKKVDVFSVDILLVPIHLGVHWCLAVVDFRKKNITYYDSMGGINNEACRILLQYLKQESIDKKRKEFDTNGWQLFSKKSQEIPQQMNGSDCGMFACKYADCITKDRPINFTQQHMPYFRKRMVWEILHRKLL
#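 Assay system: hSENP1 catalytic domain, recombinant. Amount: SENP1 enzyme, 20 pM final. Schedule: 50 min reaction, RT, dark. Technique: FRET, CFP and YFP emission. Control set: no-enzyme wells low, DMSO-plus-enzyme wells high control.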
# HKDC1 inhibitor: inhibitors of human hexokinase HKDC1 | Q2TB90 | recombinant HKDC1, G6PDH/diaphorase resazurin coupled fluorescence | inhibition, % at 20 µM | 340,000 compounds, 0.16% hits | AID 493160;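 active means inhibition above about 35% when tested at 20 µM, limit read from the data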;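 further: plate controls were DMSO wells with enzyme for no effect and DMSO wells lacking enzyme for full effect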
#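 Assay system – recombinant HKDC1 (HK5) hexokinase enzyme, produced in-house · Input – HKDC1 at 5 µg/mL · Reagent – glucose plus 1 mM ATP as hexokinase substrates · Timing – 90 min reaction incubation at room temperature, dark · Measured by – G6PDH/diaphorase-coupled fluorescence, 1 mM NADP, 100 µM resazurin, 525/613 nm · Benchmarks – DMSO-enzyme wells negative, buffer-substituted wells positive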
# The depositor's hits bear a star; i = inactive; nt = no result given.
SMILES,PfG6PD inh,SENP7 inh,SENP8 block-1,UBC13 polyUb,beta cell repl,SENP6 inh,SENP8 block-2,SENP1 inh,HKDC1 inhibitor
Cc1ccnc(NS(=O)(=O)c2ccc(NS(=O)(=O)c3ccc(Br)cc3)cc2)n1,-29,1,2,7,-3,-4,-1,-16,-3
CC(C)C[C@H](NC(=O)[C@H](Cc1ccccc1)n1c(=O)[nH]c2ccccc2c1=O)C(=O)N1CCC(C(=O)O)CC1,-1,-2,22,-1,6,-9,3,1,-3
CC(=O)Nc1ccc(NC(=O)COC(=O)Cc2cccs2)cc1,5,14,17,-1,-1,9,1,2,1
COC(=O)CC[C@@H](C(=O)O)N1C(=O)c2ccccc2C1=O,-9,0,17,0,-4,1,-6,1,-4
O=C(c1ccc(Br)cc1)N1CCC(C(=O)N2CCN(Cc3ccccc3)CC2)CC1,-24,5,2,-4,-1,-7,9,0,8
Brc1ccc2c(c1)CN1CCCC1=N2,-7,11,19,-1,4,11,7,3,-2
COc1ccc(S(=O)(=O)N2CCOC23CCN(S(=O)(=O)c2cccs2)CC3)cc1,-11,-13,6,-5,0,-2,-7,0,-3
Cc1nnc(N(C(=O)c2cnccn2)c2ccccc2)s1,-5,-4,16,3,1,-5,-7,2,3
CCOC(=O)c1c(C)oc2cc(Br)c(OCC(N)=O)cc12,2,-6,21,-5,1,4,-8,0,-3
COc1ccccc1/C=C/C(=O)NCC(=O)N/N=C/c1ccccc1,-8,6,-74,0,-2,-8,-6,0,1
Cn1c(NC(=O)Cc2cccs2)cc(=O)n(C)c1=O,-14,-3,8,-6,-2,0,-11,-7,-6
Cc1ccc(CN(C(=O)COc2ccc(C)c(C)c2)C2CCS(=O)(=O)C2)o1 (stereo not given),16,3,5,8,1,-25,5,1,-5
O=C(Nc1cnn(Cc2ccc(Cl)cc2)c1)c1cnccn1,9,-1,10,-3,1,1,3,2,-9
CC1CCCCN1CCNC(=O)CC1Oc2ccccc2NC1=O (stereo not given),2,1,3,4,6,6,7,-9,-1
O=C(CSc1nc(-c2ccco2)cc(C(F)(F)F)n1)NN1CCOCC1,-9,-3,-13,-4,1,3,5,-1,-5
COc1ccc(-c2cccc(C3CC=CC4C3C(=O)N(Cc3ccccc3)C4c3cc(C)ccc3F)c2)cc1 (stereo not given),nt,-7,nt,-4,-6,-18,-6,nt,nt
COC(=O)NCc1cccc(CNC(=O)OC)c1,1,-4,17,0,0,-19,-4,4,-2
COc1cccc(NC(=O)C2CCCN2C(=O)NC2CCCCC2)c1 (stereo not given),-9,-3,-3,2,-2,2,1,-1,-1
COCCCNC(=O)C(C#N)c1nc2ccccc2nc1N1CCCC1 (stereo not given),-6,2,-482,0,5,-3,0,10,-4
Cc1ccc2sc(NNC(=O)C3COc4ccccc4O3)nc2c1C (stereo not given),-8,6,0,-13,-5,-8,-4,1,-32
COc1ccc(-n2c(=O)/c(=C\c3cccs3)s/c2=C(/C#N)C(=O)NCCN2CCOCC2)cc1,-4,2,8,21,-6,1,3,-66,7
Cc1c(CCC(=O)NCCCC(=O)O)c(=O)oc2cc3oc4c(c3cc12)CCCC4,-19,-4,-322,6,-1,-26,1,0,8
COC(=O)c1cccc(NC(=O)Cc2ccccc2[N+](=O)[O-])c1C,-4,6,9,4,0,-7,-3,1,-15
CC(C)C1Cc2c(C#N)c(N)sc(=S)c2CO1 (stereo not given),31,1,-26,-7,1,-7,3,13,3
O=C(CSc1nc2ccc([N+](=O)[O-])cc2s1)NCC1CCCO1 (stereo not given),6,2,10,-10,1,-15,-1,-1,1

# A portion from further up:
SMILES,PfG6PD inh,SENP7 inh,SENP8 block-1,UBC13 polyUb,beta cell repl,SENP6 inh,SENP8 block-2,SENP1 inh,HKDC1 inhibitor
Cc1ccc(CN(C(=O)COc2ccc(C)c(C)c2)C2CCS(=O)(=O)C2)o1 (stereo not given),16,3,5,8,1,-25,5,1,-5
O=C(Nc1cnn(Cc2ccc(Cl)cc2)c1)c1cnccn1,9,-1,10,-3,1,1,3,2,-9
CC1CCCCN1CCNC(=O)CC1Oc2ccccc2NC1=O (stereo not given),2,1,3,4,6,6,7,-9,-1
O=C(CSc1nc(-c2ccco2)cc(C(F)(F)F)n1)NN1CCOCC1,-9,-3,-13,-4,1,3,5,-1,-5
COc1ccc(-c2cccc(C3CC=CC4C3C(=O)N(Cc3ccccc3)C4c3cc(C)ccc3F)c2)cc1 (stereo not given),nt,-7,nt,-4,-6,-18,-6,nt,nt
COC(=O)NCc1cccc(CNC(=O)OC)c1,1,-4,17,0,0,-19,-4,4,-2
COc1cccc(NC(=O)C2CCCN2C(=O)NC2CCCCC2)c1 (stereo not given),-9,-3,-3,2,-2,2,1,-1,-1
COCCCNC(=O)C(C#N)c1nc2ccccc2nc1N1CCCC1 (stereo not given),-6,2,-482,0,5,-3,0,10,-4
Cc1ccc2sc(NNC(=O)C3COc4ccccc4O3)nc2c1C (stereo not given),-8,6,0,-13,-5,-8,-4,1,-32
COc1ccc(-n2c(=O)/c(=C\c3cccs3)s/c2=C(/C#N)C(=O)NCCN2CCOCC2)cc1,-4,2,8,21,-6,1,3,-66,7

# The list continues:
SMILES,PfG6PD inh,SENP7 inh,SENP8 block-1,UBC13 polyUb,beta cell repl,SENP6 inh,SENP8 block-2,SENP1 inh,HKDC1 inhibitor
COC(=O)Cn1ccc2cc(S(=O)(=O)N3CCCCC3)ccc21,-18,-4,-10,-1,-1,21,1,2,1
O=C(Cc1ccccc1)Nc1cccc(N2C(=O)C=CC2=O)c1,49,nt,30,nt,nt,nt,nt,-1,4
Cc1cc(=O)oc2cc(Oc3ccc([N+](=O)[O-])cc3[N+](=O)[O-])ccc12,21,0,-284,8,-6,-5,5,-86,22
O=C(c1ccncc1)N1CCN(c2cccc(C(F)(F)F)c2)CC1,0,0,23,5,-3,15,-1,0,-7
CCc1ccc2[nH]c3nc(N/N=C/c4cccc(O)c4)nnc3c2c1,-6,-2,-63,-23,-2,-12,5,-7,-8
CCOC(=O)c1ccc(NC(=O)c2cc(OC)c(OC)c(OC)c2Br)cc1,10,-10,1,-10,2,-1,-10,0,-4
COc1cc(-c2nc3ccccn3c2NCc2ccccc2)ccc1SC1CCCCC1,20,-14,-472,26,-8,-9,-17,-28,2
COc1ccc(S(=O)(=O)Nc2cc(C)c(O)c(S(=O)(=O)c3ccccc3)c2)cc1,11,4,14,10,0,2,6,0,-2
COc1cc(O)c2c(=O)c3c(O[C@H]4O[C@@H](CO)[C@H](O)[C@@H](O)[C@@H]4O)ccc(O)c3oc2c1,22,5,9,-5,-3,2,2,0,11
Cc1ccc2nc(NC(=O)CSCC(=O)OCC(=O)c3ccc(Br)cc3)sc2c1,-12,-1,-22,-1,-2,-2,-2,-15,-5
CC(=O)c1cnc2cc(-c3ccccc3)nn2c1C,-9,-5,-277,7,-2,-12,-15,-3,12
CCOc1ccc(/C=C/c2nc(C#N)c(NCCCOC)o2)cc1,-5,-5,i,2,2,2,4,-52,11
CC(=O)Nc1ccc(S(=O)(=O)NNC(=O)CCC(=O)Nc2cc(C)ccc2C)cc1,1,5,17,-3,-2,-2,-4,3,1
O=C(OCCOCCN=C1NS(=O)(=O)c2ccccc21)C1CC(=O)N(c2ccccc2)C1 (stereo not given),-7,0,17,6,-3,-11,-5,1,-2
Cn1cc([N+](=O)[O-])c(C(=O)Nc2ccc(C(=O)N3CCCCC3)cc2)n1,-9,7,14,5,0,-6,-5,1,-6
COc1ccc(/C=N/NC(=O)c2cc3c(OC)ccc(OC)c3[nH]2)cc1O,-4,3,-286,-13,-3,3,-1,4,3
CCOc1cc(C2NC(=O)NC(O)(C(F)(F)F)C2C(=O)c2ccccc2)ccc1OC (stereo not given),-15,0,11,12,-3,25,3,0,-3
Clc1ccc(CSc2snnc2-c2ccccc2)cc1,16,-4,22,7,3,10,-1,1,-2
C=CCc1ccc(OCC(O)CN2CCCCC2C)c(OC)c1 (stereo not given),2,-10,5,18,1,-9,-4,1,4
CN(C)/C=C\C(=C/C(=O)C(F)(F)F)Nc1ccccc1Oc1ccccc1,-1,-1,10,-13,-5,6,-10,-1,8
O=C(c1ccccc1)c1ncc[nH]1,13,1,19,4,1,-6,8,2,-7
CCn1cc(C(=O)NCCCN(C)C)c(=O)c2cc(F)c(N3CCN(C)CC3)cc21,4,-7,-434,12,-2,-12,1,-2,-6
CCOC(=O)C1=C(c2ccccc2)ON(C)C1c1ccccc1 (stereo not given),14,5,26,-2,0,2,5,1,-7
COc1ccc(N2C(=O)/C(=C/c3ccc([N+](=O)[O-])cc3)N=C2C)cc1,-6,-1,31,-9,-1,5,-9,7,-9
CS(=O)(=O)Nc1ccc(-c2cn3cccnc3n2)cc1,8,11,-319,8,0,18,0,-2,3
# More results:
SMILES,PfG6PD inh,SENP7 inh,SENP8 block-1,UBC13 polyUb,beta cell repl,SENP6 inh,SENP8 block-2,SENP1 inh,HKDC1 inhibitor
CCC(C)(C(=O)NC1CCCCC1)N(C)C(=O)c1ccccn1 (stereo not given),-3,-4,20,10,-2,-6,3,-1,0
CC(C)CNS(=O)(=O)c1ccc(CCC(=O)N2CCOCC2)cc1,-5,1,13,7,-1,0,-8,2,0
Cn1ncc(C#N)c1NC(=O)c1nn2cccnc2c1Cl,-2,-1,10,2,0,-4,-1,0,-7
Cc1cc(C)c(S(=O)(=O)N2CCN(C(=O)N3CCCCC3)CC2)c(C)c1,-7,-3,8,0,1,8,-3,1,-2
COc1ccc(C2/C(=C(\O)c3ccc4c(c3)OCCO4)C(=O)C(=O)N2Cc2cccnc2)cc1OC (stereo not given),-1,-3,6,-6,-2,5,3,0,-1
FC(F)(F)c1ccc(NCCc2ccccc2)nc1,23,-1,7,-5,-3,0,-17,2,-2
Cc1ccc(/C=N/n2cc(-c3ccccc3)[nH]c2=S)s1,56,4,11,4,-1,-5,-6,5,-11
C=CCn1c(COc2ccccc2F)nnc1SCCN1C(=O)c2ccccc2C1=O,1,3,6,6,0,-18,0,1,-9
CC(C)CNC(=S)N(Cc1ccco1)Cc1cc2cc3c(cc2[nH]c1=O)OCCO3,21,-6,-466,2,0,-7,-6,-8,-5
CC(C)(C)N(Cc1ccccc1)C(=O)COC(=O)CN1C(=O)NC2(CCCC2)C1=O,-10,-3,3,0,0,-21,1,1,-7
COc1ccc(OC)c(CN2CCN(C(=O)c3cc(S(=O)(=O)Nc4ccccc4OC)ccc3C)CC2)c1,-12,11,-22,2,-2,17,-4,-1,10
CC12CCC(C/C1=N/O)C2(C)C (stereo not given),1,-2,-6,4,-1,-5,-5,0,-6
CCOc1ccc(NC(=O)CCC(=O)n2nc(C)cc2C)cc1,nt,-2,nt,3,0,8,6,nt,nt
CSc1ccc(S(=O)(=O)NCC(=O)OCC(=O)NCc2cccs2)cc1[N+](=O)[O-],4,1,18,3,-5,-9,9,1,-4
O=S1(=O)N=C(N/N=C/c2ccc(Br)o2)c2ccccc21,-8,-6,-8,-16,1,-7,-6,1,-2
O=C(Nc1cccc(OCC(=O)N2CCOCC2)c1)c1cccc([N+](=O)[O-])c1,8,-1,2,-10,-2,-12,-11,1,-5
CCOc1ccc(N2C(=O)/C(=C\c3ccc(OC)c(O)c3)S(=O)(=O)C2c2cccc([N+](=O)[O-])c2)cc1 (stereo not given),17,5,2,-11,0,-8,10,2,15
Cc1ccc(C(=O)O)cc1NS(=O)(=O)c1ccc2ccccc2c1,8,-12,18,-11,0,-14,-5,0,1

# This is a random part of the collection; overall some 4% were active at least once.
